# Dynein cargo inh: blocks dynein driven cargo transport along microtubules. z-score, hits read low. AID 1381. 0.47% of 220,000 active. 3617.4 mouse cells, GR-EGFP nuclear translocation imaging; test concentration mostly 20 µM; stimulated with dexamethasone, 1 µM; active compounds read low;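 active means plate z-score of nuclear minus cytoplasmic receptor signal below a set negative limit, without overly bright fluorescence or cell loss, cut at about -3.5 in these data, passing the limit was not always enough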;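 further: z-score of nuclear minus cytoplasmic ring GR-EGFP intensity difference per well; some compounds called inactive have numbers as strong as hits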
#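 medium = tetracycline-free induction medium containing charcoal-stripped FBS | also added = 1.0 µM final dexamethasone stimulus | schedule = 48 h induction, 1 h compound, 30 min dex at 37 °C | technique = fixed, Hoechst-stained cells imaged at 10x for EGFP | measure = GR-EGFP nuclear translocation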
# WT yeast gro inh: growth inhibition of WT yeast, mitochondrial fusion screen. 2.1% of 190,000 active. inhibition, % at 10 µM. mitochondrial fusion phenotypic screen, WT strain. AID 1362; in the data active means inhibition above about 58%; tested in S. cerevisiae
# MT stabilizer: microtubule stabilization, imaging screen | HeLa tubulin immunostaining HCS, 24 h; share of cells brighter than vehicle mean+2SD | % tubulin-high responders, % at 10 µM | 0.83% of 200,000 active;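 active means plate Z-score above 3 for both tubulin-high and condensed-nucleus cell shares, with cell loss under 80%, at 10 µM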;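 further: anti alpha tubulin signal scored within the nucleus-defined area of each cell; some results filed as inactive read as strong as hits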
# b-catenin transl: beta-catenin nuclear translocation modulation; 0.3% of 190,000 active; HeLa beta-catenin nuclear translocation, immunofluorescence imaging; AID 1665; nuclear translocation activity, % at 5 µM;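 active means nuclear translocation activity above 50% at 5 µM, with a well cell count of 50 or more; inconclusive means wells under 50 cells across six images, flagged as toxic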;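 further: per-cell ratio of nuclear to cytoplasmic median beta-catenin stain intensity; plate controls were DMSO negative control for no effect and GSK-3 inhibitor IX positive control for full effect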
#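 Signal – beta-catenin immunofluorescence imaging with DAPI · Test system – human HeLa cell line · Dosing – 5 µM primary single dose, 0.1% DMSO, 0.02–20 µM confirmation series · Measure – % activation, nuclear-to-cytoplasmic median beta-catenin signal ratio per cell · Incubation – 24 h compound exposure at 37°C, 5% CO2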
# Yfh1-off respiration: mitochondrial function rescue without frataxin homolog – Friedreich's ataxia, plus single-dose screen, dose response (AID 1465) | S. cerevisiae Yfh1-off respiration, WST-1 reduction, 72 h; higher fold induction means a stronger effect | fold induction at 50 µM, or EC50 in µM where a hit was titrated | 0.074% of 220,000 active;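 active means fold induction of absorbance versus untreated yeast above a set limit, then at least 30% activation at any dose in follow-up; inconclusive means repeats straddling the limit, or above it without dose testing; inactive means fold induction below the set limit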;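 further: activators that raise dye reduction in frataxin-depleted yeast; strong numbers were not always called active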
# Autophagy HCS: modulators of autophagy; MEF GFP-LC3 puncta imaging; test concentration mostly 10 µM; calls only at 10 µM (by protocol); 0.98% of 190,000 active; AID 463193;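 active means percentage of spot-positive cells more than 3 SD above its plate mean, without a fluorescence outlier flag or 80% toxicity; inconclusive means no clear call, values can overlap the other calls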;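 further: spot-positive cell cutoff set from DMSO-treated cells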
# Ins promoter up: MIN6 insulin promoter up-regulation | MIN6 insulin promoter-GFP reporter, high-content imaging; active compounds read high | z-score at 5 µM | 0.3% of 190,000 active;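 active means z-score above 3 at 5 µM with at least 500 cells counted in the well; inconclusive means wells under 500 cells, flagged as cytotoxic or low count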
# HIV fusion peptide: cell-free HIV fusion peptide-binding blockers – biochemical, uHTS, fluorescence dequenching, primary screen (AID 1986); cell-free peptide binding, fluorescence dequenching, 30 min; higher % means a stronger effect; one-dose inhibition, % at 20 µM; IC50 in µM for titrated hits; 0.3% of 290,000 active; in the data active means inhibition mostly above about 52%, no sharp cut-off; inactive means mostly below about 76%; further: some results filed as inactive read as strong as hits
# AID2073: disruptors of CaV2.2 binding to Mint1 – biochemical, HTRF (AID 2073); 0.19% of 290,000 active; inhibition, % at 20 µM, or IC50 in µM where a hit was titrated; HTRF protein-protein interaction, Mint1-CaV2.2; higher % means a stronger effect; in the data active means inhibition mostly above about 51%, no sharp cut-off; inconclusive means no clear call, values can overlap the other calls; inactive means mostly below about 53%; further: some results filed as inactive read as strong as hits
# WT yeast gro inh mutant strain: recorded beside WT yeast gro inh, whose call it bears; inhibition, %; mitochondrial fusion phenotypic screen, mutant strain inhibition
# Dynein cargo inh cytoplasmic EGFP: further read-out of Dynein cargo inh, marked with its call; z-score; measured here: cytoplasmic GR-EGFP intensity; active compounds read high
# Dynein cargo inh nuclear GR-EGFP: also measured in Dynein cargo inh; calls as there; z-score; measured here: nuclear GR-EGFP intensity;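 lower value marks the stronger effect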
# Dynein cargo inh cell count: recorded beside Dynein cargo inh, whose call it bears; z-score; measured here: cell count per field
# Ins promoter up cell count: also measured in Ins promoter up; calls as there; cell count; measured here: cytotoxicity, nuclei count;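 total cells summed across four imaged fields per well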
# b-catenin transl cell count 5 µM: recorded beside b-catenin transl, whose call it bears; cell count; measured here: cell count, cytotoxicity flag
# MT stabilizer Hoechst-high %: further read-out of MT stabilizer, marked with its call; % Hoechst-high responders; measured here: nuclear condensation Hoechst responders;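 share of cells brighter than vehicle mean plus two SD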
# MT stabilizer cytotoxicity %: also measured in MT stabilizer; calls as there; toxicity, %; measured here: cytotoxicity by cell density;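 0% = mean cell density of plate MIN control wells and 100% = no cells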
# Autophagy HCS cell loss 18 h: recorded beside Autophagy HCS, whose call it bears; toxicity, %; measured here: cell loss, nuclei count;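 cell loss after 18 h compound exposure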
# Numbers without * were called inactive; i = inactive; ? = inconclusive; nt = not tested or not shown; + = active, no number.
SMILES,Dynein cargo inh,Dynein cargo inh cytoplasmic EGFP,Dynein cargo inh nuclear GR-EGFP,Dynein cargo inh cell count,WT yeast gro inh,WT yeast gro inh mutant strain,MT stabilizer,MT stabilizer Hoechst-high %,MT stabilizer cytotoxicity %,b-catenin transl,b-catenin transl cell count 5 µM,Yfh1-off respiration,Autophagy HCS,Autophagy HCS cell loss 18 h,Ins promoter up,Ins promoter up cell count,HIV fusion peptide,AID2073
CC1(C)CCCN(C(=O)N2c3ccccc3Sc3ccccc32)C1,-0.54,0.098,0.49,-0.011,-1,9,2.2,1.8,8.6,-1.3,1332,i,i,-11,-0.03,1671,-2.0%,-7%
COC(=O)c1cccc(N2C(=O)C3CC=CCC3C2=O)c1 (stereo not drawn),1.7,-0.044,0.73,-1.6,2,1,2.6,1.8,6.5,nt,nt,i,i,0,nt,nt,-0.3%,2%
N#Cc1cc(N)c(Nc2ccccc2)cc1C#N,-0.52,-0.17,-0.094,0.43,10,0,3.0,1.0,3.5,-4.3,1030,i,i,1,-1.6,715,-0.6%,10%
CCOCCn1c(SC)nc2c1c(=O)[nH]c(=O)n2C,-0.21,-0.081,-0.14,0.95,-3,2,3.3,2.7,6.8,0.7,1129,i,i,-3,0.07,1280,2.1%,-23%
Cn1cc(CCNC(=O)CC2C(=O)NCCN2CC(c2ccccc2)c2ccccc2)cn1 (stereo not drawn),0.71,-0.18,0.37,-0.59,nt,nt,nt,nt,nt,0.2,1366,i,nt,nt,0.07,1148,-0.3%,1%
CCCCc1cc2c(s1)CCCC/C2=N/O,1.2,-0.026,1.9,-1.6,63*,6.3*,5.1,2.0,0.0,-1.0,500,i,i,13,-0.15,1058,0.1%,3%
CCCCCCC(C)n1[nH]c(=O)c2c(C)cc(=O)[nH]c21 (stereo not drawn),-0.2,-0.23,0.22,-1.2,-4,11,2.0,0.3,46,1.0,894,nt,i,-1,-1.1,1363,0.1%,6%
COc1cc2nc(C3CCC3)n(NC(=O)c3ccco3)c(=O)c2cc1OC,-0.85,-0.34,-0.55,1.4,-5,1,1.6,1.5,8.9,-0.4,1489,i,i,1,0.94,1412,-1.4%,-3%
Cc1nn(-c2ccccc2)c(Cl)c1C(=O)N(C)c1nc(-c2ccc(F)cc2)cs1,0.13,-0.2,0.21,0.55,5,2,2.3,1.9,3.7,-1.9,1065,i,i,-2,1.2,1399,-3.0%,-5%
O=C(Oc1ccc(N(C(=O)c2ccncc2)S(=O)(=O)c2cccs2)cc1)c1ccncc1,-0.86,-0.12,-0.19,0.025,-6,-8,2.1,1.2,3.8,0.2,937,i,i,-22,nt,nt,-2.9%,2%
CC(=O)c1ccc(NS(=O)(=O)Cc2ccc(Cl)cc2)cc1,-1.2,-0.17,-0.74,0.7,20,26,3.1,1.4,4.6,-0.8,1318,i,i,1,0.2,981,3.8%,2%
COC(=O)c1c(-n2c(C)cc(C=O)c2C)sc2c1CCCC2,0.41,-0.083,0.57,0.5,-3,-14,2.4,1.0,8.0,1.1,1094,i,i,21,nt,nt,1.3%,1%
O=C(CSc1ccc(-c2ccncc2)nn1)N1CCN(c2ccccc2)CC1,0.097,-0.078,0.22,-0.14,-3,4,4.5,2.2,8.4,-1.0,1057,i,i,22,-0.05,1248,1.0%,8%
CCc1ccc(CNCc2ccc(F)cc2)cc1,1,-0.042,2,-1.6,14,18,3.2,2.6,4.3,4.1,597,i,i,-1,-0.21,1144,2.1%,-9%
COC(=O)C1C(c2ccc(OC)cc2)Nc2nnc(C(F)(F)F)n2C1(C)O (stereo not drawn),-1,-0.28,-0.87,1.3,18,-6,2.7,2.1,3.2,-2.2,1122,i,i,0,1.1,1345,0.7%,11%
CCc1nc(N)c(C#N)c(-c2ccccc2OC)c1C,-0.38,0.032,0.16,0.32,-21,2,3.0,1.4,6.6,-4.6,1218,i,i,10,0.16,865,-1.7%,7%
O=C(Nc1nc2ccccc2n1CCN1CCCCC1)C1CCCCC1,-0.41,-0.23,-1,-0.22,3,-17,2.2,1.7,7.4,-1.3,1351,i,i,0,-1,1591,-2.5%,8%
Cc1cc(Cl)ccc1OCCCC(=O)N1CCN(C(=O)c2ccco2)CC1,-0.47,-0.13,-0.13,0.093,9,-5,1.9,2.5,8.3,-3.1,1046,i,i,-7,-0.4,1253,-0.1%,-12%
O=C(CCCn1c(SCC(=O)NCC2CCCO2)nc2ccccc2c1=O)NCc1ccccc1 (stereo not drawn),-0.96,0.39,-0.15,0.8,-1,-1,1.7,1.9,7.1,nt,nt,i,i,-2,-0.67,993,-0.5%,9%
Cc1ccc(C(=O)NC(=S)NCc2cccnc2)c(C)c1,0.12,-0.32,0.16,-0.042,-6,7,1.5,1.4,9.3,0.3,1173,i,i,40,-1.7,1243,-0.3%,-9%
Cc1ccc(-c2nnc3ccc(SCC(=O)Nc4cc(C)on4)nn23)cc1,-0.49,-0.35,-0.094,0.46,3,5,5.5,3.3,3.0,-2.8,964,i,i,1,-0.93,1467,-2.5%,23%
Cc1ccccc1OCC(=O)OCC(=O)NCc1cccs1,0.67,-0.22,0.23,-1,16,1,4.3,1.4,4.8,0.7,451,i,i,-18,0.15,1226,-1.3%,-35%
C/C(=N\NC1=N[C@H]2CS(=O)(=O)C[C@H]2S1)c1ccccc1,0.34,-0.079,1.2,-2.4,nt,nt,nt,nt,nt,0.9,1298,i,nt,nt,-0.09,1024,5.0%,-8%
O=C1[C@@H]2[C@H](C(=O)N1Cc1ccco1)[C@H]1C=C[C@@H]2C1,1.7,0.064,0.96,-1.2,-15,-14,4.4,1.9,4.3,-0.7,1176,i,i,-4,nt,nt,-1.0%,-5%
CC(=O)Nc1ccc(NC(=O)C(C)OC(=O)c2ccc3c(c2)OCCO3)cc1 (stereo not drawn),-0.33,-0.2,0.31,0.27,nt,nt,nt,nt,nt,-0.8,1283,i,nt,nt,-0.59,1083,-2.0%,9%
CCn1c(C)c(C(C)=O)c(N2CCN(C(c3ccccc3)c3ccccc3)CC2)nc1=S,-0.83,-0.31,-0.23,0.86,20,29,1.8,0.7,3.7,6.4,864,i,+,18*,-0.44,1405,0.1%,3%
CC(=O)c1cc(F)c(N2CCCCCC2)cc1C,-0.49,-0.21,-0.4,0.27,-14,-3,3.4,1.6,8.8,-0.4,1181,i,i,4,?,nt,1.8%,18%
O=C(COc1ccc(C(=S)N2CCOCC2)cc1)N1CCCC1,0.29,-0.18,0.36,1.5,0,4,2.7,1.1,37,nt,nt,i,i,-6,1.4,1359,-0.9%,-6%
COc1ccc(C(=O)NNC(=O)C(Cc2ccc(O)cc2)NC(=O)c2ccccc2NC(=O)c2ccc(OC)cc2)cc1 (stereo not drawn),-0.64,-0.28,-0.36,0.3,-2,-5,1.5,2.6,5.1,-1.4,537,i,i,-2,-0.1,1362,-0.4%,26%
Cn1c(N)c(C(=O)COC(=O)CC2CC3CCC2C3)c(=O)n(C)c1=O (stereo not drawn),-0.28,-0.17,-0.11,0.6,0,-16,1.3,1.3,2.1,-0.5,1049,i,i,12,-0.26,1247,-1.8%,-3%
Clc1cccc(N2CCN(CCNc3nc4ccccc4n4cnnc34)CC2)c1,-0.35,0.58,0.38,1.1,-7,-9,4.4,2.9,9.1,0.7,1012,i,i,-54,-0.76,1788,-1.8%,0%
COc1ccc(CC(=O)NNC(=S)Nc2ccccc2)cc1Br,-0.42,-0.22,-0.36,0.88,-13,1,3.2,1.9,9.5,0.3,1373,i,i,-30,0.15,1513,-1.3%,-18%
N/C(=N\OC(=O)CCN1C(=O)c2ccccc2C1=O)c1ccccn1,-0.92,-0.3,-0.074,0.71,-9,9,3.0,3.2,12,-0.3,1500,i,i,-3,-0.04,1437,-1.0%,2%
Cc1cc(C(=O)N2CCCC(CNS(=O)(=O)c3cccs3)C2)nn1C (stereo not drawn),-0.34,-0.29,-0.1,0.78,-14,3,1.9,1.2,4.5,-0.2,1096,i,i,-18,0.51,1486,2.5%,10%
COc1ccc(NS(=O)(=O)c2cc(NC(=O)C3CC3)ccc2N2CCCCC2)cc1,0.17,-0.28,0.36,0.67,41,6,5.0,3.8,1.7,-5.0,1124,i,i,13,-1.7,1317,-0.1%,7%
